CHRM4 antagonist: human M4 muscarinic receptor antagonists, primary screen, CHO cells, Fluo-8 calcium fluorescence; inhibition, % at 3 µM; 0.73% of 360,000 active; CHO-hM4 cells, ACh EC80; Muscarinic acetylcholine receptor M4 (Homo sapiens), P08173;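 active = inhibition above its plate's cutoff, the mean inhibition of sample wells plus 3 SD, cut at about 27% in these data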;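 note: 0% = acetylcholine EC80 with DMSO and 100% = DMSO without agonist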
Target sequence (P08173 whole entry, looked up): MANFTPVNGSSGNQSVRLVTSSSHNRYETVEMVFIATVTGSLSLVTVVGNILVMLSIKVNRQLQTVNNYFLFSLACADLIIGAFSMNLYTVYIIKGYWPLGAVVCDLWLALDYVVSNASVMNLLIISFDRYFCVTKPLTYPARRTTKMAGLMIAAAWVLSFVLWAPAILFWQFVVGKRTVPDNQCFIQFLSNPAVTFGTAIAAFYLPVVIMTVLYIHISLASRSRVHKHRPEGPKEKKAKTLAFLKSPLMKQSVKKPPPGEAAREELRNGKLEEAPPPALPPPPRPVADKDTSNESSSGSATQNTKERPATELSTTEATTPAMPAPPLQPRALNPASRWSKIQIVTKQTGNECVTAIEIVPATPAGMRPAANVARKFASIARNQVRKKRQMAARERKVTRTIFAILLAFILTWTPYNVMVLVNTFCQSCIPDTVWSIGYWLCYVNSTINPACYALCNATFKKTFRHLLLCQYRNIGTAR
M5 PAM: human M5 muscarinic receptor positive allosteric modulators, primary screen, CHO-K1 cells, Fluo-8 calcium fluorescence. Muscarinic acetylcholine receptor M5 (Homo sapiens), P08912. CHO-K1 hM5, ACh EC20 PAM; 0% = ACh EC20, 100% = ACh EC100. activation, % at 3 µM. 0.3% of 360,000 active;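 active = activation above the run cutoff, the mean activation of all test compounds plus 3 SD, cut at about 18% in these data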
Target sequence (P08912 whole entry, looked up): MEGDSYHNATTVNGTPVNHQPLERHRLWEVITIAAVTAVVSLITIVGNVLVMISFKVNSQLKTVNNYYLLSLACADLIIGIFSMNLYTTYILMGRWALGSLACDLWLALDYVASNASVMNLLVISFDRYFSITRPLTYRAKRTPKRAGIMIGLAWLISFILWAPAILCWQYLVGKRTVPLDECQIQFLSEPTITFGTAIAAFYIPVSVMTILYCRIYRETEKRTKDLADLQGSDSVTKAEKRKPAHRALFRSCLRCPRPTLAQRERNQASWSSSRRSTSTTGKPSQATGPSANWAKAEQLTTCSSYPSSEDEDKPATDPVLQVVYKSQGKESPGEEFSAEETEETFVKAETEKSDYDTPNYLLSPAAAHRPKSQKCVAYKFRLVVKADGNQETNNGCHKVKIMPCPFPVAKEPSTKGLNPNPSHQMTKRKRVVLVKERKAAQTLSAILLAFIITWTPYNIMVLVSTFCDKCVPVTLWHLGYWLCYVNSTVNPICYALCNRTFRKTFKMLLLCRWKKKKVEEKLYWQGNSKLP
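system = human M5 receptor in CHO-K1 cells | compound = one concentration, 3 µM final (nominal) | schedule = Post-acetylcholine fluorescence recording 140 s | signal = Fluo-8 calcium dye fluorescence, kinetic read | benchmarks = low control EC20 acetylcholine (0%), high control EC100 acetylcholine (100%) | repeats = singlicate, one well per test compound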
M5 ag: human M5 muscarinic receptor agonists, primary screen, CHO-K1 cells, Fluo-8 calcium fluorescence; AID 624037, 2012; 0.19% of 360,000 active; Muscarinic acetylcholine receptor M5 (Homo sapiens), P08912; CHO-K1 hM5 cells; 0% DMSO wells, 100% maximal acetylcholine response; activation, % at 3 µM;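 active = activation above the run's mean over test compounds plus 3 SD, cut at about 23% in these data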;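 note: signal is peak over basal fluorescence ratio across the kinetic read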
IDE cell inh: human IDE inhibitors in live cells, primary screen, fluorescence polarization, HEK cells, FAbetaB substrate | AID 434962, 2010 | 0.41% of 320,000 active | inhibition, % at 5.59 µM | FAbetaB cleavage | Insulin-degrading enzyme (Homo sapiens), P14735;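 active = percent inhibition above the average of all tested compounds plus 3 SD, set per screening campaign, cut at about 16% in these data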;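 note: IDE supplied by intact live HEK cells; FP after avidin binding of uncleaved biotin substrate so inhibition keeps polarization high; 0% = DMSO wells and 100% = 60 µM reference IDE inhibitor Ii1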
M4 ag: human M4 muscarinic receptor agonists, primary screen, CHO-K1 cells, Fluo-8 calcium fluorescence | Muscarinic acetylcholine receptor M4 (Homo sapiens), P08173 | CHO-K1 hM4/Gqi5; vehicle 0%, full acetylcholine response 100% | activation, % at 3 µM | 0.14% of 360,000 active;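 active = activation above the run mean over all test wells plus 3 SD, cut at about 32% in these data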;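 note: peak over basal fluorescence ratio per well then scaled between controls; 0% = DMSO wells and 100% = acetylcholine at EC100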
CRFBP-R2 agonist: agonists of CRF-BP/CRF-R2 complex, primary screen, cell-based, HEK293, calcium dye fluorescence, uHTS. calcium dye fluorescence (FLIPR); percent of saturating CRF peptide response. activation, % at 13.2 µM. 0.46% of 350,000 active;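 active = activation of at least 50%, plus an integration ratio under a set limit after plate pattern correction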;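 note: plate controls were neutral control wells without compound for no effect and CRF at EC100 for full effect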
M4 PAM: human M4 muscarinic receptor positive allosteric modulators, primary screen, CHO-K1 cells, Fluo-8 calcium fluorescence | Muscarinic acetylcholine receptor M4 (Homo sapiens), P08173 | CHO-K1 hM4/Gqi5, ACh EC20; 0% = ACh EC20, 100% = maximal ACh | activation, % at 3 µM | 0.4% of 360,000 active | AID 624126, 2012;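 active = activation above its plate's cutoff, the mean activation of sample wells plus 3 SD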; note: some results filed as inactive read as strong as hits
CRFBP-R2 block: antagonists of CRF-BP/CRF-R2 complex, primary screen, cell-based, HEK293, calcium dye fluorescence, uHTS; 0.59% of 350,000 active; CRF-induced calcium fluorescence; inhibition, % at 11.8 µM; AID 588475, 2011;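 active = inhibition of the ligand-induced calcium signal above about 50% at the single tested concentration, limit read from the data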
CHRM5 antagonist: human M5 muscarinic receptor antagonists, primary screen, CHO cells, Fluo-8 calcium fluorescence | Muscarinic acetylcholine receptor M5 (Homo sapiens), P08912 | CHO-hM5 cells, ACh EC80 | inhibition, % at 3 µM | 0.59% of 360,000 active | AID 624040, 2012;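 active = inhibition above a per-plate cutoff, the mean of that plate's test compounds plus 3 SD, cut at about 27% in these data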;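 note: 0% = acetylcholine EC80 with DMSO and 100% = DMSO without agonist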
An asterisk follows results filed as active; · = no result given.

Values in the order: CRFBP-R2 agonist	CRFBP-R2 block	M4 ag	CHRM5 antagonist	M5 ag	CHRM4 antagonist	M4 PAM	IDE cell inh	M5 PAM
CN(C)c1ccc(C(C(=O)NC2CCCC2)N(C(=O)c2csnn2)C2CC2)cc1 (stereo unspecified)
    0.2	3.0	0.4	14.0	-1.2	3.1	-5.6	0.1	-1.2
O=S(=O)(c1cccc(Cl)c1)N1CCCC1
    0.4	-2.7	0.2	2.8	-1.7	-3.4	-1.6	-0.7	-8.4
CC(/C=C1\NC(=S)NC1=O)=C\c1ccccc1
    -5.8	-5.0	1.2	6.1	-5.0	-6.2	2.7	-0.3	3.1
COCCNc1nc(N)c([N+](=O)[O-])c(Nc2ccc(F)cc2)n1
    -0.4	-22.2	1.4	5.5	-2.7	-4.3	3.8	·	-2.2
COc1ccc(/C=C/C(=O)NCc2ccc(F)cc2)cc1S(=O)(=O)N1CCOCC1
    -1.6	-0.5	1.6	7.6	0.0	-0.3	-4.2	1.7	-3.9
Cc1ccc(NC(=O)CSc2nnc(-c3cnccn3)n2C)cc1C
    1.4	2.3	0.7	-1.0	-3.4	1.1	-0.3	-0.5	3.8
CCN(CC)C(=N)/C(C#N)=N/Nc1ccc(C)cc1
    -0.7	8.7	3.3	-4.0	8.0	5.4	-4.7	-4.0	9.4
CCc1nc2ccc(C(=O)N3CCN(c4cccc(C(F)(F)F)c4)CC3)cc2nc1CC
    0.7	-5.8	-1.1	11.6	-8.8	5.2	-9.7	-3.1	-6.0
CCOC(=O)c1nn(-c2ccc(C)c(C)c2)c(=O)c(C#N)c1C
    -0.5	1.3	-0.2	3.1	4.5	-1.7	0.9	1.8	-1.1
CC(C)C[C@]1(c2ccccc2)ON(c2ccccc2C(F)(F)F)C1=O
    0.8	-2.6	0.7	1.4	-3.3	0.9	14.2	-6.0	3.6
CC1CCN(C(=O)c2[nH]cnc2C(=O)N2CCN(c3ccccc3)CC2)CC1
    -1.0	0.1	1.3	7.9	0.7	9.6	0.5	-3.1	6.9
COc1ccc(Br)cc1CN(C)C(=O)c1ccc2c(c1)NC(=O)C(C)S2 (stereo unspecified)
    -1.5	-1.1	0.8	4.5	1.3	2.7	-10.1	1.3	-0.8
O=C(O)c1cc(-c2ccccc2)n(-c2ccc(Cl)cc2Cl)n1
    -2.6	18.0	-0.3	2.3	-1.9	1.7	-4.3	1.3	6.1
CCN1C(=O)CC(c2ccccc2)N(C2CCCC2)c2nc(Nc3ccc(C(=O)NC4CCN(C)CC4)cc3OC)ncc21 (stereo unspecified)
    -1.9	3.1	1.9	3.6	-5.2	-0.5	6.7	-0.8	5.0
COc1ccc(Nc2nc(=O)[nH]nc2C)cc1
    -2.1	-26.8	-0.2	1.0	1.5	2.3	2.8	2.8	3.4
CCCCn1c(N)c(N(CCC(C)C)C(=O)c2ccc3ccccc3c2)c(=O)[nH]c1=O
    -1.5	20.0	0.6	7.8	0.7	6.0	5.9	7.1	-3.1
Cc1nc(C(F)(F)F)ccc1C(=O)N1CCCCCC1(C)C(=O)NCC(C)C (stereo unspecified)
    ·	·	0.5	26.6	-0.2	1.8	0.8	·	-2.5
Cc1ccc(C(=O)N/C(=C\c2cccc([N+](=O)[O-])c2)C(=O)NCc2ccncc2)cc1
    -1.5	15.3	1.5	0.5	-1.8	-9.8	11.9	4.6	-0.2
O=C(N/N=C/c1ccccc1)c1ccc(-c2ccccc2)cc1
    1.0	4.7	-0.1	4.9	-7.9	-3.0	-3.1	3.5	-1.9
COCCNC(=S)Nc1ccccc1Cc1ccccc1
    -0.7	-9.0	2.3	2.4	-1.2	-5.8	4.5	2.6	4.3
CC1(C)C(=O)OC(c2c(F)c(F)c(F)c(F)c2F)C2(CCCCC2)C1=O (stereo unspecified)
    2.1	-27.6	0.1	1.6	-0.9	4.0	18.0	3.7	2.5
COc1cccc(CNC(=O)CCC2CCCN(Cc3cc4ccccc4o3)C2)c1 (stereo unspecified)
    0.7	-29.0	1.9	6.8	-8.1	-3.6	-8.2	0.7	1.4
COc1ccc(NC(=O)C2(C)Cc3c(-c4cccc(NC(C)=O)c4)ccnc3O2)cc1 (stereo unspecified)
    ·	·	·	-3.9	0.5	-27.4	5.8	·	1.3
COc1ccc(C(=O)N2CC(=O)Nc3ccc(F)cc3C2c2ccccc2)cc1 (stereo unspecified)
    -0.6	-8.1	1.4	9.8	-0.9	-8.4	7.0	·	-5.3
CC(=O)N1CCc2cc(S(=O)(=O)NC(CC(C)C)C(=O)Nc3cc(C)ccn3)ccc21 (stereo unspecified)
    -1.1	-39.0	0.4	-9.1	-7.9	3.6	-5.5	0.2	3.5
COc1cc(C(=O)N2CCCCC2c2cc(C(=O)NCc3cccnc3)no2)cc(OC)c1C (stereo unspecified)
    ·	·	8.9	0.5	2.4	-4.8	-5.3	·	-1.9
CCn1nccc1C(=O)Nc1nccs1
    0.5	19.5	1.3	-4.7	-1.5	4.6	-1.6	-0.6	8.2
Cc1ccc(-c2ccc3c(c2)O[C@H](CN(C)Cc2cncnc2)[C@@H](C)CN([C@H](C)CO)S3(=O)=O)cc1
    0.6	-15.7	7.7	2.2	-0.2	-7.0	-1.5	·	-2.9
COc1ccc(N2CCN(S(=O)(=O)CCNC(=O)COc3ccccc3)CC2)cc1
    0.1	-5.4	4.6	3.5	0.8	0.7	2.5	-4.9	5.2
[N-]=[N+]=NCCN1CCN(CCc2ccccc2)CCC1=O
    -0.5	2.9	1.9	13.8	-3.2	2.7	1.2	3.6	-7.7
CCCOc1ccc(C2=CC(=O)C[C@H](c3ccc(OC)cc3)C2)cc1
    3.1	-7.7	1.1	0.5	-2.5	12.3	-5.1	1.9	-6.3
Cc1cc(C)n(Cc2ccc(C(=O)NCCC3=CCCCC3)o2)n1
    0.7	-0.7	-0.5	11.4	-6.9	5.0	6.8	-2.9	7.5
Nc1nc(NC2CCCCC2)nc(NCCO)c1[N+](=O)[O-]
    -4.0	-21.1	1.0	8.0	-0.8	5.9	3.4	5.2	4.0
CC(=O)c1cccc(NC(=O)CSc2n[nH]c(=O)n2C2CC2)c1
    0.9	13.1	1.3	1.6	0.5	-9.4	7.9	0.1	12.2
Cc1ccc(NC(=O)CSc2nccn2C)cc1S(=O)(=O)N1CCOCC1
    -0.3	1.6	1.6	3.1	-0.2	-9.3	1.7	3.7	-2.7
COc1ccc(N(C)C(=O)c2ccc(NC(=O)CCS(=O)(=O)c3cccs3)cc2)cc1
    0.1	-2.9	2.0	6.1	0.1	-9.8	2.0	3.3	2.7
Cc1ccc(NC(=O)CN2C(=O)NC(C)(CCc3ccccc3)C2=O)cc1 (stereo unspecified)
    3.7	-10.9	5.9	-3.9	0.2	-13.9	12.4	-1.1	-5.6
O=S(=O)(c1ccc2oc3ccccc3c2c1)N1CCOCC1
    0.0	-11.1	-0.7	5.2	-2.7	-21.1	10.2	1.6	1.2
C=CCNC(=O)c1cc(Cl)cc(Cl)c1
    -1.8	5.2	-0.5	8.5	-1.5	-0.3	-4.0	-0.4	-7.0
CCOC(=O)Cn1c(CN2CCOCC2)nc2c1c(=O)[nH]c(=O)n2C
    3.9	7.5	1.0	3.9	1.2	-16.8	2.4	3.1	-10.0
Cc1nnsc1Sc1cccc(C(F)(F)F)c1
    0.3	0.0	2.2	-10.4	-2.4	-5.5	6.8	-0.2	7.2
CCCC(=O)Nc1ccc(NC(=O)c2cccs2)cn1
    1.4	-1.1	3.0	8.4	-0.3	-5.6	-2.4	3.1	-9.4
CC(=O)N1CC[n+]2c(-c3ccc(Cl)cc3Cl)csc21
    0.8	-23.9	0.0	5.3	-6.7	13.2	-5.2	16.7*	-1.6
Cc1ccc(-n2c(SCC(=O)Nc3ccc4cn[nH]c4c3)nnc2-c2ccco2)cc1
    2.5	-15.7	4.8	-5.1	5.8	-3.5	2.2	4.3	-3.0
COc1ccc(S(=O)(=O)Nc2cc(C)cc(C)n2)c2ccccc12
    -0.1	8.5	0.0	-5.4	0.7	4.9	8.9	3.1	7.3
COc1ccc2[nH]c3c(=O)n(Cc4ccc(C(=O)NCC5CCCO5)cc4)c(=S)[nH]c3c2c1 (stereo unspecified)
    0.0	-3.1	1.9	2.6	1.2	4.5	-3.5	-3.4	0.1
NS(=O)(=O)c1cccc(NC(=O)Nc2ccccc2)c1
    -1.2	7.9	10.7	10.4	-0.3	-3.0	-9.8	-0.9	-11.5
COCC(COCCCNC(=O)Nc1ccc(Br)cc1)OC (stereo unspecified)
    -1.9	4.1	1.2	3.7	-0.4	2.3	0.1	-2.5	0.0
COc1ccc(N2CCN(C(=O)COC(=O)COc3cccc(C(F)(F)F)c3)CC2)cc1
    0.3	2.1	2.3	15.0	2.8	4.7	8.1	3.8	2.5
CC1CN(C(=O)c2ccc(N3CCCCC3)c([N+](=O)[O-])c2)CC(C)O1 (stereo unspecified)
    6.1	19.9	1.0	4.9	-2.3	4.3	2.1	0.4	-1.8
CCOC(=O)c1nn(-c2ccc(Cl)cc2)cc1O
    0.2	6.5	0.2	1.8	-4.8	-15.9	17.8	-1.4	9.1
Cn1c(-c2ccccc2)nc2cnccc21
    1.4	-2.5	1.0	-5.2	-3.5	-10.8	7.4	-0.9	7.2
COc1ccc(Cl)cc1N(CC(=O)N1CCCC1)S(C)(=O)=O
    2.9	-5.6	0.0	-0.5	-1.1	-7.0	-0.1	-1.1	-4.8
CCCc1cc(CN(C)C(=O)c2ccc(OC3CCN(C(C)=O)CC3)c(OC)c2)[nH]n1
    0.4	18.4	1.0	-11.1	0.3	-8.0	11.8	·	5.3
O=c1[nH]c(CN2CCN(S(=O)(=O)c3ccc(Cl)cc3)CC2)nc2cc(Cl)ccc12
    2.6	-25.1	1.4	0.2	0.7	-1.0	4.6	-0.7	1.0
COc1ccc(C(=O)NC2CCN(C(=O)Nc3ccccc3Cl)CC2)cc1
    1.6	0.5	1.0	-8.7	-0.1	0.3	-1.7	6.8	-2.1
Cc1ccc2cc(CN(Cc3nnnn3C3CCCC3)C3CCCCC3)c(=O)[nH]c2c1C
    0.6	-14.4	-0.5	-5.0	2.4	-0.9	6.1	·	4.6

Source: PubChem
